# Akt phos inh: Akt phosphorylation inhibition; Neuro2A IGF-stimulated pAkt S473 HTRF, 20 min; stronger effect = lower value; AID 651550; 360,000 tested, 0.32% active; activity change, % for hits at 50 µM; in the data active means activity change below about -80%; inconclusive means mostly about -51% to -80%; further: on the % scale 0 is the no-effect control and ±100 the full control effect
#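 Neuro2A cells (4,500/well, DMEM with 0.5% FBS) were treated with compound at a single 50 µM final concentration, stimulated with 6 nM IGF for 20 min at 37 °C, and lysed. Phospho-Akt Ser473 was read by HTRF as 665/615 ratio ×10^4.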
# A549 viability: counter-screen for Nrf2 inhibitors: cytotoxicity in A549 cells. A549 ARE-Fluc cells, CellTiter-Fluor viability, 18-24 h. Potency, µM (highest dose often 46 µM), without a hit: top-dose activity change, negative = cytotoxicity, most hits filed as inhibitors. 390,000 tested, 0.16% active. AID 504648; further: potency means the concentration at half of the fitted maximal effect; on the % scale 0 is the no-effect control and ±100 the full control effect
#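 A549 ARE-Fluc cells in 5% FBS OPTI-MEM, 5000 cells/well, rested 2 h then exposed to compounds in concentration-response for 18-24 h at 37 °C. Viability by CellTiter-Fluor fluorescence (Ex 405/Em 525) after 30 min; luciferase luminescence (BugLite, 15 min, RT) read afterwards.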
# S2 tox: cell viability loss in ATXN counter-screen; S2 cells (HEK-293 line with an ATXN2-luciferase reporter) viability, CellTiter-Fluor protease fluorescence, 24 h; AID 651635; Potency, µM (titrated, usually from 56.7 µM), hits mostly cytotoxic; 400,000 tested, 0.49% active; further: potency means the concentration at half of the fitted maximal effect; nearly all actives have a fitted effect of over 40% in size
# HepG2 tox: HepG2 cytotoxicity, counter-screen for TGF-b inhibitors. Potency, µM (doses to about 46.1 µM), inactives show at the highest dose activity change, negative = cytotoxicity, usual class: cytotoxic. 410,000 tested, 0.76% active. AID 588856. HepG2 CAGA-GFP viability, ATP luminescence, 18 h; further: potency means the concentration at half of the fitted maximal effect; some results filed as inactive show a strong effect at the top dose
#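 CellTiter-Glo luminescence gave cytotoxicity after 18 hours at 37 degrees C. The cells were HepG2 CAGA-GFP in 1% FBS DMEM, stimulated with 500 pg/mL TGF-beta after compound addition. %Activity was normalised to no-cell wells (complete cell-killing) and DMSO (no toxicity), and curves were fitted and classified.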
# Nrf2 block: blocks Nrf2 signaling. A549 ARE-Fluc reporter, luciferase luminescence, 18-24 h. Potency, µM (top dose mostly 46 µM), for the others: at the top dose activity change, negative = inhibition, most hits filed as inhibitors. 360,000 tested, 2.1% active. AID 504444; further: potency means the concentration at half of the fitted maximal effect; on the % scale 0 is the no-effect control and ±100 the full control effect; nearly all actives have a fitted effect of over 60% in size
#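 In this cell-based qHTS, ARE-driven firefly luciferase in A549 cells reports Nrf2 activity; the luminescent signal after BugLite lysis is the measured value, with a prior CellTiter-Fluor read for cell health.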
# CCT modulator: changes cytosolic chaperonin activity; purified chaperonin ATPase assay, HTRF ADP detection, 30 min; activity change, % (concentration not given with the values), hits read low; 360,000 tested, 0.3% active; AID 651819; in the data active means activity change below about -30%; further: on the % scale 0 is the no-effect control and ±100 the full control effect
#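 ATPase activity: ADP formed was measured by HTRF Transcreener (665/615 nm ratio) after 30 min at 37 deg C with 10 uM ATP. Compounds screened at one 76 uM concentration against 40 or 20 nM TRiC in Tris pH 7.4/KCl/MgCl2/DTT buffer.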
# TGFb inhibitor: TGF-b pathway inhibition; 410,000 tested, 1.2% active; AID 588855; HepG2 CAGA-GFP TGF-b/SMAD3 reporter, GFP fluorescence, 18 h; TGF-beta stimulated, 500 pg/mL final; Potency, µM (series often up to 46.1 µM), inactives show at the highest dose activity, negative = inhibition, most hits filed as inhibitors; further: potency means the concentration at half of the fitted maximal effect; on the % scale 0 is the no-effect control and ±100 the full control effect; nearly all actives have a fitted effect of over 65% in size
#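 First, reporter cells (HEPG2 CAGA-GFP) rested 2 h at 37 degrees C. Next, compounds were pinned in and TGF-beta added to 500 pg/mL final. After 18 h, GFP was imaged per cell and summed per well.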
# Nrf2 ARE act: activators of Nrf2 (ARE) signaling; AREc32 ARE-luciferase reporter (MCF7-derived line), luminescence, 24 h; Potency, µM (titrated, usually from 46.1 µM), inactives show top-dose activation, most hits filed as activators; 410,000 tested, 0.31% active; further: potency means the concentration at half of the fitted maximal effect; % of control where 0% means no effect; nearly all actives have a fitted effect of over 65% in size
#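 AREc32 cells carrying an ARE-driven firefly luciferase, 1000 cells/well in OPTI-MEM with 5% FBS, dosed after overnight attachment and incubated 24 hr at 37 deg C. Steady-Glo luminescence read after 30 min at RT.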
# MmCpn inh: M. maripaludis TRiC chaperonin inhibition | 330,000 tested, 0.031% active | Potency, µM (top dose mostly 76.9 µM), without a hit: top-dose activity, negative = inhibition, most hits filed as inhibitors | purified Mm-Cpn ATPase, ADP Transcreener TR-FRET; further: potency means the concentration at half of the fitted maximal effect; on the % scale 0 is the no-effect control and ±100 the full control effect; nearly all actives have a fitted effect of over 80% in size
#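 25 nM Mm-CPN + cpd, 10 min 37°C; + 10 uM ATP, 30 min 37°C; buffer 30 mM Tris pH 7.4, 100 mM KCl, 5 mM MgCl2, 1 mM DTT; Transcreener ADP HTRF detection 30 min RT.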
# An asterisk follows results filed as active; i = inactive; ? = inconclusive; . = not tested or not shown; [ ] = remark or other dose. Unless noted, the call rests on the fitted dose curve; in most records, active means well fitted curve in the direction sought with a large enough effect; inconclusive means small, poorly fitted or top-dose-only effect, or another doubt; inactive means no such curve, though single readings can be large; an effect the other way counts as inactive or inconclusive.
SMILES,Akt phos inh,A549 viability,S2 tox,HepG2 tox,Nrf2 block,CCT modulator,TGFb inhibitor,Nrf2 ARE act,MmCpn inh
Cc1nn(C(=O)CCC(=O)NCc2cccc(F)c2)c2ccccc12,i,0.0%,i,-2.7%,7.2%,0.5,8.6%,0.2%,-0.5%
O=C1c2ccccc2C2NC(=O)C3(CCCCC3)N12 (configuration not stated),i,1.3%,i,0.4%,14.6%,0.5,2.6%,-0.4%,0.5%
CSc1ccc(/C=N/N2CCN(Cc3ccccc3Cl)CC2)cc1,i,-2.2%,i,4.2%,5.4%,0.7,15.3%,0.0%,-0.8%
Cc1ccsc1C(=O)OCC(=O)NCC1CCCO1 (configuration not stated),i,-2.0%,i,-23.1%,?,-1.6,9.6%,2.2%,0.5%
O=C(Nc1cccc(C(=O)Nc2ccc(Cl)cn2)c1)c1ccccc1,i,9.1%,i,-1.2%,-2.2%,1.0,12.1%,0.3%,?
CC(=O)O[C@H]1C2OC(=O)C(C)=C2[C@@H]2OC(=O)[C@]3(CCC4OC41C)OC23 (some centres not stated),i,-9.3%,i,-10.0%,-9.6%,-2.0,23.4%,6.5%,-1.2%
CCOc1cc(CNCCCN2CCOCC2)ccc1OCC(=O)Nc1cccc2ccccc12,i,?,?,-72.1%,.,0.2,-21.1%,7.0%,-1.9%
COc1ccc(S(=O)(=O)N2CCOCC2)cc1NC(=O)COc1ccc(C(C)=O)cc1OC,i,3.2%,i,4.6%,9.7%,-0.3,7.1%,-0.7%,-23.3%
Cc1ccc([C@@H]2[C@@H]3C(=O)N(c4ccccc4)C(=O)[C@@H]3[C@]3(Cc4ccccc4)C(=O)N(CC4CC4)CC(=O)N23)o1,i,0.1%,i,27.3%,6.5%,-3.5,18.8%,1.7%,0.8%
CSC1=NC(C)(C)C=C(/C=C/c2ccc(Cl)cc2Cl)N1,i,3.4%,?,-14.0%,15.8%,0.8,?,25.1µM*,1.6%
Clc1cccc(Cl)c1Cn1cnc2c(N3CCCCCC3)ncnc21,i,?,i,-25.1%,?,0.8,35.5%[activator],0.4%,0.1%
CCN(CC)S(=O)(=O)c1ccc2c(c1)nc(-c1ccccn1)n2C,i,3.6%,i,1.2%,?,-4.0,9.7%,3.8%,-1.3%
CC(C)NC(=O)C1COc2ccccc2O1 (configuration not stated),i,0.9%,?,-2.8%,6.4%,-1.3,6.3%,-0.4%,2.3%
O=C(NCc1ccco1)c1ccccc1NS(=O)(=O)c1cccs1,i,-2.5%,i,-6.6%,4.1%,-2.8,1.4%,-0.7%,-1.5%
CCCCC(=O)NC(c1ccc(OC)c(OC)c1)c1c(O)ccc2ccccc12 (configuration not stated),i,13.4%,i,-35.8%,-6.8%,-1.4,?,3.6%,-0.2%
CCc1ccc(-c2cc(C)no2)cc1S(=O)(=O)N1CCN(c2ccccc2F)CC1,i,2.7%,i,-7.5%,?,-0.2,-7.6%,-0.6%,1.2%
COc1ccccc1NC(=O)c1sc(Cl)nc1C,i,-3.0%,i,-2.2%,5.8%,-1.8,8.7%,11.2µM*,-1.4%
O=C1C2C3C=CC(C4CC34)C2C(=O)N1c1ccc2c(c1)OCO2 (configuration not stated),i,3.5%,i,-23.7%,0.5%,0.6,-5.7%,-0.5%,2.3%
Cc1nc2ccc(C(=O)N3CCN(c4ccccc4)CC3)cc2s1,i,1.2%,i,-17.2%,23.1%,0.2,-3.5%,0.1%,-0.4%
CCn1c(SCc2ccc(C(=O)Nc3nccs3)cc2)nnc1-c1ccc(NC(C)=O)cc1,-107.4%*,0.9%,?,-0.7%,-9.4%,-1.3,?,8.6%,0.6%
c1cc2c(cc1CNc1ccc(N3CCOCC3)cc1)OCO2,.,-0.2%,i,-16.1%,?,.,-18.9%,5.5%,-2.6%
CC1C(=O)N2CCCc3cc(NC(=O)CC(C)(C)C)cc1c32 (configuration not stated),.,1.0%,.,-6.5%,10.2%,-3.5,1.6%,4.3%,0.7%
O=C(C1Cc2ccccc2CN1C(=O)c1ccccc1)N1CCN(c2ccccc2)CC1 (configuration not stated),i,1.4%,i,1.5%,-11.5%,-2.4,-15.5%,0.4%,-1.3%
COc1ccc(CCN=C(N)Nc2nc(C)cc(C)n2)cc1,i,-7.8%,i,-18.6%,-0.5%,-1.0,-18.4%,0.3%,-1.3%
CC1CCCC(NC(=O)C2CCN(S(=O)(=O)N3CCCCCC3)CC2)C1C (configuration not stated),i,-7.0%,?,11.5%,-4.4%,-1.8,2.9%,-0.6%,5.9%
Cc1ccc(O)c(-c2cc(C(=O)Nc3ccc(S(=O)(=O)Nc4nccc(C)n4)cc3)[nH]n2)c1,i,-4.1%,i,11.6%,-11.4%,0.9,0.2%,-0.2%,2.2%
CCCn1nnnc1-c1cccc(Cl)c1,i,-4.3%,i,7.0%,-10.9%,-4.1,-15.0%,-0.4%,-7.4%
CCOC(=O)c1ccccc1NC(=O)COC(=O)C1CC(=O)N(CCc2ccccc2)C1 (configuration not stated),i,-11.8%,i,-10.2%,5.9%,-0.5,-1.2%,-0.4%,-1.1%
Cc1cccc(C(=O)Nc2ccc(N3CCC(CCN4CCOCC4)CC3)c(C(=O)O)c2)c1,.,0.3%,.,2.0%,.,.,3.4%,-1.2%,-8.6%
COc1ccccc1CNS(=O)(=O)CCNC1CC1,i,-4.1%,i,3.9%,11.5%,-4.1,-2.4%,-1.0%,.
CC(=O)c1cccc(NC(=O)CN(c2ccccc2)S(C)(=O)=O)c1,i,16.0%,i,15.0%,?,-21.8,-0.7%,-0.2%,-0.3%
Nc1cc(-c2ccc(Cl)cc2)nn1S(=O)(=O)c1ccccc1,i,9.3%,i,-26.0%,?,-2.9,-5.3%,0.2%,1.6%
O=C(CSC1=Nc2ccccc2C2CC=NN12)Nc1ccc(F)cc1Cl (configuration not stated),i,15.9%,i,-9.8%,-19.9%,0.6,6.9%,5.3%,-2.8%
O=C(NCC(=O)N1CCCCC1)c1ccc(Br)o1,i,-6.5%,?,-33.6%,?,-0.2,0.0%,0.4%,0.2%
O=C(Cn1c(=O)c2cccn2c2ccccc21)Nc1ccc(F)cc1F,i,-12.4%,i,-2.9%,10.7%,1.6,-2.0%,2.1%,-3.3%
O=C(NCc1ccccc1)C1=C[C@@H](c2ccc(Br)cc2)C[C@@H](OCCCCO)O1,i,9.2%,i,-9.5%,15.9%,0.9,-8.9%,3.5%,.
Cc1ccc(OC(=O)C2c3ccccc3Oc3ccccc32)cc1C,i,2.4%,i,-0.8%,2.2%,-2.9,16.2%,-0.2%,-0.6%
Cc1nn(-c2ccccc2)c2[nH]c(=O)cc(C(F)(F)F)c12,i,0.4%,i,-26.3%,0.9%,-0.8,-26.4%,0.6%,-1.5%
CCOC(=O)C1(C)C=C(Nc2ccc(Br)cc2)C(=O)N1c1ccccc1 (configuration not stated),.,1.2%,i,1.9%,-0.8%,.,-6.9%,0.6%,.
CCC(C(=O)OCC(=O)Nc1ccc(Cl)c(S(=O)(=O)N(C)C)c1)c1ccccc1 (configuration not stated),i,?,i,-19.6%,?,-1.4,-13.1%,5.0%,2.1%
CCOC(=O)c1cnn(-c2nc(-c3ccc(F)cc3)cs2)c1C(F)(F)F,i,0.7%,i,3.2%,?,1.2,0.0%,0.1%,-0.1%
Cn1c(C(=O)N2CCC(C(=O)N3CCOCC3)CC2)cc2sccc21,i,-7.8%,i,-2.2%,2.6%,0.6,2.4%,0.0%,1.4%
C/C(=N\NC(=O)CCc1ccccc1)c1ccc(Br)cc1,i,6.7%,i,-6.5%,0.6%,-1.4,-7.5%,3.6%,?
O=C(CSc1nnnn1-c1ccc(O)cc1)Nc1ccc(N2CCOCC2)c(Cl)c1,i,-2.2%,i,-45.3%,.,-5.2,87.3%[activator],-1.3%,0.9%
Cc1cccc(NC(=S)NCc2cccn2C)c1,i,3.4%,i,-3.8%,2.5%,0.3,-20.9%,-0.6%,1.3%
Cc1ccc(C(=O)Nn2cnnc2)cc1[N+](=O)[O-],.,-2.5%,i,0.4%,-1.4%,-3.2,0.9%,-1.0%,.
COc1ccccc1NC(=O)C(=O)NCC(c1ccco1)N1CCc2ccccc21 (configuration not stated),i,3.1%,i,13.9%,-16.4%,1.6,8.8%,1.8%,-2.8%
O=C1CSC(=S)N1/N=C/c1cc(Br)c(O)c(Br)c1,i,-14.0%,?,-33.1%,2.5%,-0.3,69.0%[activator],0.0%,-4.8%
CCN(CC)CCNC(=O)c1ccc(NC(=O)c2cc(-c3ccncc3)nc3ccccc23)cc1,i,12.5%,i,-38.4%,13.0%,1.3,-29.4%,2.5%,0.1%
O=C(O)c1nn(-c2ccc(Cl)cc2)ccc1=O,i,-7.5%,i,-8.1%,2.3%,-0.6,23.3%,-0.9%,-0.1%
CC(=O)NCCNC(=O)C1Cc2c(-c3ccc4c(c3)OCO4)ccnc2O1 (configuration not stated),i,.,i,-3.0%,.,-0.6,0.0%,-0.3%,.
CN1CCN(c2cc(-c3ccccc3)nc3cc(-c4ccc(F)cc4)nn23)CC1,i,-1.2%,?,2.7%,-21.6%,-2.6,-27.6%,3.0%,-1.4%
Cc1cccc2c(=O)cc(C)n(CC(N)=O)c12,i,-0.2%,i,-71.6%,12.3%,0.5,0.0%,0.1%,1.0%
COc1ccc(CNS(=O)(=O)c2ccc3c(c2)C(C)(C)C(=O)N3C)cc1OC,.,-1.3%,i,-3.9%,51.8%,.,5.2%,-0.5%,.
